# Source: PubChem (several laboratories)
# PMI inhibition = human PMI inhibitors, high substrate, primary screen, biochemical, fluorescence intensity, high mannose 6-phosphate (AID 1220). recombinant PMI enzyme, coupled fluorescence intensity; higher % means a stronger effect. one-dose inhibition, % at 20 µM; IC50 in µM for titrated hits. actives 0.66% (n = 190,000)
# T cell HTS = modulates CD8 T cell binding to vesicles | AID 2052 | actives 0.068% (n = 330,000) | 2C CD8+ T cell-vesicle binding, flow cytometry; hits give low values | calls only at 7 µM;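 active = response, share of CD8 T cells binding vesicles, and their 90th percentile fluorescence all below set limits, cut at about 80% in these data, passing the limit was not always enough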
#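 Benchmarks: naked versus QL9-loaded vesicles / Assay system: purified 2C TCR transgenic mouse naive CD8+ T cells / Technique: high-throughput flow cytometry with anti-B7-1 and anti-CD8 staining / Timing: Cell–vesicle co-incubation 1.5 h at 37 °C, staining 20 min on ice / Read-out: percent CD8+ FL2 mean versus row control / Probe or stimulus: QL9-loaded Drosophila micro-vesicles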
# P. falciparum M1AAP = malaria alanyl aminopeptidase activity blockers – biochemical, fluorogenic H-Leu-NHMec substrate, 1536-well (AID 1445); recombinant M1AAP, H-Leu-NHMec fluorogenic kinetic assay; higher % means a stronger effect; one-dose inhibition, % at 30 µM; IC50 in µM for titrated hits; actives 0.42% (n = 220,000);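 active = primary inhibition above the hit cutoff, then over 50% inhibition at one or more dose response concentrations, cut at about 23% in these data, passing the limit was not always enough; inconclusive = conflicting primary data, or primary hits not chosen for dose response; inactive = low primary inhibition, or under 50% at every dose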;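 note: plate controls were DMSO full reaction for no effect and no enzyme background for full effect; strong numbers were not always called active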
# West Nile virus CPE = inhibition of WNV-induced cytopathic effect – cell-based, CPE readout (AID 1621) | actives 0.02% (n = 290,000) | one-dose CPE inhibition, % at 10 µM; IC50 in µM for titrated hits | West Nile virus-infected cells, CPE inhibition; higher % means a stronger effect; in the data active = a potency from the dose series; inconclusive = CPE inhibition mostly from about 3.7% at the one dose, without a potency; inactive = the rest, 99 in 100 with CPE inhibition below about 2.2%; note: strong numbers were not always called active
# TNAP activators = human TNAP enzyme activators, primary screen, biochemical, luminescent, no phosphate acceptor, uHTS (AID 1001) | activation fold at 20 µM, or EC50 in µM where a hit was titrated | actives 0.03% (n = 200,000) | purified TNAP, luminescent activation assay, no phosphate acceptor; higher activation fold means a stronger effect; in the data active = activation fold from about 3, or a potency from the dose series; inactive = the rest, 99 in 100 with activation fold below about 1.6; note: many of its hits are not listed in these tables
# PMI inhibitors = inhibitors of human PMI, primary screen, biochemical, fluorescence intensity, coupled assay (AID 1209); actives 0.42% (n = 190,000); purified PMI enzyme, coupled fluorescence intensity; higher % means a stronger effect; inhibition, % at 20 µM; hits with a dose series show IC50 in µM;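 note: plate controls were DMSO vehicle for no effect and wells lacking substrate for full effect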
# RSV CPE inhibition = inhibition of RSV-induced cytopathic effect – HEp-2 cells, primary 10 µM value included (AID 2391); HEp-2 cells, RSV-induced CPE inhibition; higher % means a stronger effect; CPE inhibition, % at 10 µM; hits with a dose series show IC50 in µM; actives 0.13% (n = 310,000); in the data active = a potency from the dose series; inconclusive = CPE inhibition mostly from about 23% at the one dose, without a potency; inactive = the rest, 99 in 100 with CPE inhibition below about 21%; note: strong numbers were not always called active
# M17LAP inhibition = P. falciparum M17LAP inhibitors, primary screen, biochemical, fluorogenic H-Leu-NHMec substrate, 1536-well (AID 1619); actives 0.38% (n = 220,000); one-dose inhibition, % at 30 µM; IC50 in µM for titrated hits; recombinant M17LAP, H-Leu-NHMec fluorogenic kinetic assay; higher % means a stronger effect;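 active = compound inhibiting the enzyme by more than half at any dose during confirmatory dose-response retesting; inconclusive = strong single-dose inhibitors picked by rank but not retested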;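 note: plate controls were full reaction with DMSO carrier for no effect and no enzyme background for full effect; strong numbers were not always called active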
# UTI89 phage lysis = protection from phage-mediated lysis, alamar blue read-out – E. coli UTI89, K1F phage, bacterial capsule biogenesis inhibitors (AID 488966); E. coli UTI89 K1F phage lysis, alamar blue, 2 h; higher % means a stronger effect; inhibition, % at 100 µM, or IC50 in µM where a hit was titrated; actives 0.02% (n = 340,000);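 active = phage lysis inhibition, versus mean bacterial control, above a set limit; inconclusive = no clear call, values can overlap the other calls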;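 note: capsule biogenesis inhibitors block K1F phage lysis so surviving cells raise fluorescence; higher fluorescence means more inhibition of phage lysis; actives were called in the ten point dose series up to 300 µM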
# T cell HTS vesicle-bound % = second read-out of T cell HTS, no call of its own (marks repeat the call); double positive events, %; measured here: CD8+ vesicle-bound cell fraction;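 binding gate set so that unloaded-vesicle control wells show 10% double positive cells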
# Numbers without * were called inactive; i = inactive; ? = inconclusive; / = not tested or not shown; [ ] = remark or other dose. Cut-off read from the data, not from the text of the source, unless noted: active = inhibition above about 50%; inactive = the rest.
SMILES,PMI inhibition,T cell HTS,T cell HTS vesicle-bound %,P. falciparum M1AAP,West Nile virus CPE,TNAP activators,PMI inhibitors,RSV CPE inhibition,M17LAP inhibition,UTI89 phage lysis
O=C(CSCc1cccc(Cl)c1)N1CCN(Cc2ccc3c(c2)OCO3)CC1,-1%,i,31,5%,-0.9%,1.1,4%,-0.5%,-10%,1.9%
COc1cc(-c2[nH]nc3c2C(c2ccco2)C(C#N)=C(N)O3)cc(OC)c1OC (stereo not drawn),19%,i,47,13%,0.3%,1.1,10%,1.3%,22%,0.0%
O=C(CCn1nc(-c2ccccc2)c2ccccc2c1=O)N1CCN(c2ccccc2)CC1,10%,i,59,2%,-0.2%,1,15%,8.0%,2%,-0.5%
COc1cccc(NC(=O)c2ccccc2NS(C)(=O)=O)c1,4%,i,28,21%,-0.3%,1.1,4%,3.7%,11%,0.2%
CSc1ccc(/C=C(/NC(=O)c2ccccc2)C(=O)NCCCn2ccnc2)cc1,/,i,28,/,-0.5%,/,/,0.6%,/,-0.6%
O=C(CCC(=O)Nc1ccccc1Cl)NNC(=S)Nc1ccccc1C(F)(F)F,/,i,70,/,0.5%,/,/,1.3%,/,-0.2%
Cc1cc(C)nc(Nc2ccc(Br)cc2C(=O)O)n1,/,i,45,/,-0.2%,/,/,13%,/,0.1%
COc1ccc(C2C(C#N)=C(N)Nc3onc(C(C)(C)C)c32)c(OC)c1 (stereo not drawn),2%,i,47,-5%,-0.9%,1.1,2%,3.5%,-4%,0.3%[50 µM]
N#CCSc1nc2c(c(=O)n1Cc1ccco1)C1(CCCC1)Cc1ccccc1-2,2%,i,35,/,-0.1%,1,3%,?,/,0.4%
Oc1c(Br)cc(/C=N/Nc2ccc(Cl)nn2)cc1Br,/,i,44,/,0.1%,/,/,-1.5%,/,0.6%
COc1ccc(-n2c(C)cc(/C=C3\SC(=S)N(Cc4ccco4)C3=O)c2C)cc1,17%,i,55,1%,-1.6%,0.9,4%,-0.6%,11%,3.2%
Cc1cc(NC(=NC2CC2)c2ccccc2F)n(-c2ccccc2)n1,-5%,i,43,3%,-0.5%,1.1,-6%,0.0%,0%,-0.3%
CCCCN(C(=O)Cn1nnc2ccccc21)C(C(=O)NCCOC)c1ccc(OC)cc1 (stereo not drawn),-7%,i,40,8%,-1.0%,1.1,-4%,0.4%,17%,i
O=S(=O)(NCc1cccnc1)c1ccc(Br)c2ccccc12,/,i,45,/,-0.5%,/,/,15%,/,0.0%
Cc1csc(NC(=O)CSc2ccccc2F)n1,6%,i,12,-1%,-0.3%,1.1,8%,0.1%,-1%,-0.2%
CC(C)CCc1noc(CN2CCN(c3ccc(Cl)cn3)CC2)n1,9%,i,59,4%,-1.2%,1,11%,14%,3%,1.9%
CN1CCN(C(CC(=O)Nc2cccc(O)c2)C(=O)O)CC1 (stereo not drawn),3%,i,58,-4%,0.1%,1.2,-5%,0.8%,-7%,/
O=C(C1=C(O)C(=O)N(c2ncccn2)C1c1ccc(F)cc1)c1ccco1 (stereo not drawn),/,i,21,7%,0.6%,/,/,0.5%,-2%,0.6%
CN(C)CCCNS(=O)(=O)c1ccc(Oc2ncc(C(F)(F)F)cc2Cl)cc1,10%,i,18,2%,-2.8%,1.1,10%,-0.6%,2%,0.1%
OCCC1CN(CC2CCCCC2)CCN1C1CCCC1 (stereo not drawn),/,i,54,/,-0.9%,/,/,-0.1%,/,0.4%
COc1ccccc1N1C(=NC(=O)C2CCCCC2)SC2CS(=O)(=O)CC21 (stereo not drawn),/,i,27,/,0.2%,/,/,0.6%,/,0.3%
CC(C)COC(=O)n1c(SCC(=O)N(C)C)nc2ccccc21,0%,i,50,6%,0.0%,1.1,-3%,0.6%,16%,8.9%
C=CCC(CC(O)COCCC)C(=O)NNC(=S)Nc1ccccc1 (stereo not drawn),/,i,29,-1%,-0.1%,/,/,1.9%,12%,-0.8%
COc1ccc(Cn2c(CCCO)nc3ccccc32)cc1OC,-3%,i,45,-6%,-0.3%,1.1,-4%,4.1%,6%,-0.2%
Cc1nn2c(N3CCN(c4ccccn4)CC3)cc(C(C)C)nc2c1-c1ccccc1,13%,/,/,9%,1.3%,1,18%,/,17%,0.5%
CC(C)(C)c1cc(NC(=O)COC(=O)c2nccnc2N)n(-c2ccccc2)n1,/,i,26,/,0.1%,/,/,2.8%,/,1.9%[50 µM]
O=C(Nc1cccc([N+](=O)[O-])c1)Nc1ccc2c(c1)CCC2,/,i,12,/,-1.0%,/,/,16%,/,1.0%[50 µM]
O=C(Nc1ccc(Cl)cc1)Nc1csc([N+](=O)[O-])c1,/,i,29,0%,-0.8%,/,/,1.7%,-2%,/
COc1ccc(/C=C(\C#N)C(=O)OCC(=O)Nc2ccc(C(C)(C)C)cc2)cc1,9%,i,46,7%,-0.2%,1,19%,-0.2%,5%,0.2%[50 µM]
CN(C)[C@@H](CO)c1nnc([C@H](CCC(=O)O)NC(=O)C2CCNCC2)o1,-9%,/,/,0%,0.1%,1,-14%,1.5%,1%,-1.3%
CCOC(=O)c1[nH]c2c(c1-c1ccccc1)C(=O)CC(c1ccc(OC)c(OC)c1)C2 (stereo not drawn),5%,i,26,4%,0.2%,1,6%,4.2%,-6%,3.3%
O=C(NC1CCCCCC1)C(=S)NCc1ccccc1,-10%,i,27,1%,-0.8%,1.2,-4%,1.5%,3%,0.0%
CC(CNC(=O)C1CCCCC1)NC(=O)C1CCCCC1 (stereo not drawn),-12%,i,10,-2%,-0.7%,1,-4%,-0.2%,0%,0.2%
O=C(NCCCCl)C1CC(=O)N(CCc2ccc(F)cc2)C1 (stereo not drawn),/,i,52,/,-0.1%,/,/,-0.1%,/,1.2%
Cc1ccc(C(=O)CCC(=O)Nc2ccccc2C)c(C)c1,/,i,45,/,-0.5%,/,/,0.7%,/,0.4%
O=C(COC(=O)CCN1C(=O)c2cccc([N+](=O)[O-])c2C1=O)NCc1ccccc1,-6%,i,43,-1%,0.5%,1.1,-16%,1.2%,-1%,0.1%
CC(=O)Nc1cc(C(=O)N(C)Cc2ccccc2)ccc1S(=O)(=O)c1ccc(C)cc1,/,i,44,/,-0.2%,/,/,1.9%,/,0.0%
CN(C)/C=C/C(=O)c1ncc(C(F)(F)F)cc1Cl,4%,i,32,5%,0.8%,1.1,-9%,-0.1%,7%,0.4%
CCOCCCNC(=O)C(c1ccc(C)cc1)N(Cc1ccc2c(c1)OCO2)C(=O)c1ccccn1 (stereo not drawn),-2%,i,62,6%,-0.3%,1.1,-6%,0.7%,5%,0.0%
O=C1C2C3C=CC(CC3)C2C(=O)N1c1ccc([N+](=O)[O-])cc1 (stereo not drawn),/,i,54,/,-0.1%,/,/,0.9%,/,0.8%
CN1C(=O)C2(C(C#N)=C(N)Oc3n[nH]c(-c4ccc(Cl)cc4)c32)c2ccccc21 (stereo not drawn),21%,i,33,1%,1.1%,1,24%,0.5%,33%,-0.4%
O=[N+]([O-])c1ccc(P(=O)(Cc2ccccc2)c2ccccc2O)cc1 (stereo not drawn),/,i,37,/,0.6%,/,/,-0.1%,/,0.1%[50 µM]
COc1cc(CC(=O)NCCc2ccc(S(N)(=O)=O)cc2)cc(OC)c1OC,1%,i,5,10%,0.4%,1.1,9%,1.0%,4%,0.2%
O=C(CN1C(=O)CC(c2ccccc2)=Nc2ccccc21)NC1CCCCC1,6%,i,27,0%,-1.1%,0.9,7%,1.3%,-9%,-0.3%
CN(C)c1cccc(C(=O)OCC(=O)NC2CCCC2)c1,/,i,25,/,-0.5%,/,/,0.1%,/,-0.2%
O=c1c(Cc2ccccc2)c(O)ccn1Cc1ccc2c(c1)OCO2,4%,i,53,3%,0.2%,1.1,-1%,3.9%,-1%,0.3%
Cc1ccc(C)c(NC(=O)C(=O)NCc2ccccn2)c1,1%,i,50,-2%,-0.6%,1.1,10%,-1.1%,-1%,0.4%
O=C(O)C(Cc1ccccc1)N1C(=O)c2cccc3cccc(c23)C1=O (stereo not drawn),-2%,i,58,/,1.1%,1.1,-1%,-1.2%,/,0.7%
COCCNC(=O)c1ccc(N2CC3CC(C2)c2cccc(=O)n2C3)c(NC(=O)c2cc(OC)cc(OC)c2)c1 (stereo not drawn),/,i,49,/,0.8%,/,/,0.9%,/,0.1%
O=C(NC(=S)Nc1ccccc1N1CCN(C(=O)c2ccccc2)CC1)c1ccccc1F,/,i,23,/,0.0%,/,/,18%,/,0.3%[50 µM]
CCOC(=O)C1(Cc2cccc(F)c2)CCN(C(=O)c2cscn2)CC1,-5%,i,58,0%,-0.6%,1.1,5%,2.0%,2%,-0.3%
Cc1ccc(C)c(NC(=O)C2CCCN(S(=O)(=O)c3cccnc3)C2)c1 (stereo not drawn),/,i,10,/,-0.1%,/,/,0.9%,/,-0.3%
O=C(NCc1ccc2c(c1)OCO2)C1CCC(=O)N1C1CCCCC1 (stereo not drawn),/,i,57,1%,-0.2%,/,/,0.8%,15%,0.1%
COc1ccc(C(CC(=O)O)NC(=O)c2ccco2)cc1 (stereo not drawn),5%,i,55,1%,0.2%,1.1,2%,1.9%,3%,0.5%
CCc1c(-c2ccccc2)[n+](=O)c2c(n1[O-])CCC2,/,i,22,2%,0.0%,/,/,1.0%,-1%,8.6%
COc1ccc2oc(=N)c(C(=O)Nc3ccc(Br)cc3)cc2c1,/,i,60,/,-0.8%,/,/,1.7%,/,-0.4%
Nc1cccc(CCc2nc3ccccc3[nH]2)c1,22%,i,52,0%,-0.2%,1.1,6%,-1.0%,-1%,2.8%[50 µM]
O=C(NCC1CCCO1)C1CCC(=O)N1Cc1ccc(F)cc1 (stereo not drawn),28%,i,14,2%,0.9%,1.1,0%,0.2%,4%,5.0%

# This is a random part of the collection; 1.5% or so of the library scored in one or more.
